Bioassay records: PubChem BioAssay, National Center for Advancing Translational Sciences (NCATS)
KCNH2 3.1 inh – qHTS for Inhibitors of KCHN2 3.1: Mutant qHTS | Potassium voltage-gated channel subfamily H member 2, brain isoform KCNH2 3.1 (human) | activity change, % (tested at about 1.8 µM) | U2OS KCNH2 3.1, thallium flux FluxOr; stronger effect = lower value | 0.95% of 340,000 active;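 active means maximum activity change below -70%; inconclusive means maximum activity change from -70% to -50%; inactive means maximum activity change above -50%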;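 further: thallium influx rate constant from kinetic fluorescence after stimulation buffer; on the % scale 0 is the no-effect control and ±100 the full control effect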
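FluxOr-based Tl+ influx in U2OS cells transduced with KCNH2 3.1 virus; rate constants normalized to DMSO controls.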
Mito fusion act – qHTS Assay for Small Molecule Inhibitors of Mitochondrial Division or Activators of Mitochondrial Fusion | AID 485298, 2010 | Potency, µM (series often up to 46.1 µM), for inactives: at the highest dose growth rescue (activation), usual class: activators | S. cerevisiae fusion-defective mutant growth rescue, CellTiterGlo 48 h | 0.23% of 320,000 active;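 further: potency means the concentration at half of the fitted maximal effect; % of control where 0% means no effect; nearly all actives have a fitted effect of over 45% in size; temperature-sensitive fusion mutants such as fzo1-1 at 37 °C on non-fermentable ethanol glycerol medium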
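S. cerevisiae fusion-defective temperature-sensitive mutants (e.g. fzo1-1, mgm1-5) grown 48 h at 37C in YPEG (ethanol/glycerol non-fermentable) medium with 23 nl compound per well; growth rescue read as CellTiterGlo luminescence.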
RORgamma inh – qHTS for inhibitors of ROR gamma transcriptional activity; 5.4% of 310,000 active; Drosophila S2 Gal4-RORgamma UAS-luciferase reporter, 20 h; Nuclear receptor ROR-gamma (Mus musculus), P51450; Potency, µM (series often up to 53.6 µM), for inactives: at the highest dose activity change, negative = inhibition, actives largely listed as inhibitors; AID 2551, 2010; further: potency means the concentration at half of the fitted maximal effect; on the % scale 0 is the no-effect control and ±100 the full control effect; nearly all actives have a fitted effect of over 60% in size
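Stably transfected Drosophila Schneider cells are the test system, with ROR gamma fused to Gal4 and luciferase under UAS control; luminescence is read after 20 hr of 700 uM copper sulfate induction at ambient temperature.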
NPC1 prom act – qHTS Assay for NPC1 Promoter Activators | Huh7 NPC1 promoter luciferase reporter, 24 h | Potency, µM (top dose mostly 9.22 µM), for the others: at the highest dose activation, actives largely listed as activators | 2.4% of 320,000 active | AID 485313, 2010;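 further: potency means the concentration at half of the fitted maximal effect; % of control where 0% means no effect; nearly all actives have a fitted effect of over 60% in size; reporter is driven by a mutant NPC1 promoter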
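Luminescence read-out of NPC1 promoter-driven luciferase in stably transfected Huh7 cells; compounds delivered in DMSO and left 24 h at 37C, 5% CO2, qHTS titration format.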
Rab9 promoter act – qHTS Assay for Rab9 Promoter Activators | Huh7 Rab9 promoter-luciferase reporter, luminescence, 24 h | Potency, µM (top dose mostly 9.22 µM), for inactives: at the top dose activation, negative = inhibition, usual class: activators | 2.8% of 320,000 active; further: potency means the concentration at half of the fitted maximal effect; % of control where 0% means no effect; nearly all actives have a fitted effect of over 60% in size
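Stable Rab9-luc Huh7, 1500 cells/well, 2 h settle; cmpd in DMSO, 24 h, 37 °C/5% CO2; luciferase reagent 10 min RT; luminescence.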
Gal4-VP16 FLuc – VP16 counterscreen qHTS for inhibitors of ROR gamma transcriptional activity; AID 2546, 2010; 3.5% of 310,000 active; Potency, µM (highest dose often 53.6 µM), without a hit: top-dose activity, negative = inhibition, most hits filed as inhibitors; Drosophila S2 Gal4-VP16 UAS-luciferase, luminescence, 20 h;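 further: Gal4-VP16 expression switched on by copper sulfate through the metallothionein promoter; potency means the concentration at half of the fitted maximal effect; on the % scale 0 is the no-effect control and ±100 the full control effect; nearly all actives have a fitted effect of over 50% in size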
ELG1 DNA repair – qHTS screen for small molecules that inhibit ELG1-dependent DNA repair in human embryonic kidney (HEK293T) cells expressing luciferase-tagged ELG1. HEK293T ELG1-luciferase reporter, luminescence, 16 h; DNA damage induced by 5-fluorouridine. Potency, µM (doses to about 46.1 µM), for inactives: top-dose activity change, negative = inhibition, most hits filed as inhibitors. 2.3% of 330,000 active. AID 504467, 2011; further: potency means the concentration at half of the fitted maximal effect; on the % scale 0 is the no-effect control and ±100 the full control effect; nearly all actives have a fitted effect of over 55% in size
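Reporter activity after DNA damage by 5-fluorouridine is monitored. Compound-treated cells incubate 16 hr at 37 °C, then ONE-Glo is added for 30 min before luminescence reading.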
MBNL1 CUG block – qHTS Assay for Inhibitors of MBNL1-poly(CUG) RNA binding; Muscleblind-like protein 1 (Homo sapiens), Q9NR56; TR-FRET MBNL1-His/biotin-(CUG)12 binding, 665/545 ratio; Potency, µM (doses to about 57.5 µM), inactives show at the top dose activity change, negative = inhibition, hits mostly inhibitors; 0.036% of 280,000 active; active means well fitted inhibition curve with a large enough effect in the signal ratio, with a control signal flat, not every such curve was filed as active; inconclusive means small, poorly fitted or top-dose-only effect, or effect the other way, or a change in a side signal; inactive means no such curve, though single readings can be large or run the other way; the % refers to the signal ratio; further: potency means the concentration at half of the fitted maximal effect; on the % scale 0 is the no-effect control and ±100 the full control effect
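Ratiometric TR-FRET (665 over 545 nm, excitation 340 nm) tracks disruption of MBNL1-His/biotin-(CUG)12 complex after 60 min at room temperature, with compounds at 92 nM to 58 uM final.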
PKM2 act – qHTS Assay for Activators of Human Muscle isoform 2 Pyruvate Kinase | Pyruvate kinase PKM (Homo sapiens), P14618 | purified PKM2, Kinase-Glo ATP luminescence, activation; response scale: 0% is enzyme alone, no compound | Potency, µM (titrated, usually from 57.5 µM), without a hit: at the top dose activation, most hits filed as activators | 0.34% of 260,000 active; further: potency means the concentration at half of the fitted maximal effect; on the % scale 0 is the no-effect control and ±100 the full control effect; nearly all actives have a fitted effect of over 55% in size
Target sequence (P14618 whole entry, looked up, canonical isoform): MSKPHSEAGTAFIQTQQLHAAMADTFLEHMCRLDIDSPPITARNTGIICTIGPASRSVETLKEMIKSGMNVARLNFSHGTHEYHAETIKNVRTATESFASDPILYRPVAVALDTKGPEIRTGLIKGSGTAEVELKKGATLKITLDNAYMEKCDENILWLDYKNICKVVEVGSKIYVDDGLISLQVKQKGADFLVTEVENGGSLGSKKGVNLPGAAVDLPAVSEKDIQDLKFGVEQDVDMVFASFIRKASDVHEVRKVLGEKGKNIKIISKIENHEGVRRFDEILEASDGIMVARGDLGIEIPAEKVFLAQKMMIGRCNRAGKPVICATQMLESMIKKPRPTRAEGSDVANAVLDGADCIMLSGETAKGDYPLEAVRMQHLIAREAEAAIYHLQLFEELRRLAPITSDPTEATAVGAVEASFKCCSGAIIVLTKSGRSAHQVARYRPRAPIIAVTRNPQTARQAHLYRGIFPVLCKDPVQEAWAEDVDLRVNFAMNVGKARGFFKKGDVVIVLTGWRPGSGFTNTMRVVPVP
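ATP formation by purified human PK-M2, quantified via coupled luciferase luminescence after 1 h at room temperature with 0.1 mM ADP and 0.5 mM PEP final.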
FLuc counter – qHTS profiling assay for firefly luciferase inhibitor/activator using purifed enzyme and Km concentrations of substrates (counterscreen for miR-21 project). Luciferin 4-monooxygenase (Photinus pyralis), P08659. Potency, µM (highest dose often 57.5 µM), for inactives: at the highest dose activity change, negative = inhibition, most hits filed as inhibitors. purified FLuc, Km substrates, luminescence inhibition. AID 588342, 2011. 6.9% of 360,000 active;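 further: potency means the concentration at half of the fitted maximal effect; plate controls were vehicle for no effect and reference inhibitor for full effect; nearly all actives have a fitted effect of over 55% in size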
Target sequence (P08659 whole entry, looked up): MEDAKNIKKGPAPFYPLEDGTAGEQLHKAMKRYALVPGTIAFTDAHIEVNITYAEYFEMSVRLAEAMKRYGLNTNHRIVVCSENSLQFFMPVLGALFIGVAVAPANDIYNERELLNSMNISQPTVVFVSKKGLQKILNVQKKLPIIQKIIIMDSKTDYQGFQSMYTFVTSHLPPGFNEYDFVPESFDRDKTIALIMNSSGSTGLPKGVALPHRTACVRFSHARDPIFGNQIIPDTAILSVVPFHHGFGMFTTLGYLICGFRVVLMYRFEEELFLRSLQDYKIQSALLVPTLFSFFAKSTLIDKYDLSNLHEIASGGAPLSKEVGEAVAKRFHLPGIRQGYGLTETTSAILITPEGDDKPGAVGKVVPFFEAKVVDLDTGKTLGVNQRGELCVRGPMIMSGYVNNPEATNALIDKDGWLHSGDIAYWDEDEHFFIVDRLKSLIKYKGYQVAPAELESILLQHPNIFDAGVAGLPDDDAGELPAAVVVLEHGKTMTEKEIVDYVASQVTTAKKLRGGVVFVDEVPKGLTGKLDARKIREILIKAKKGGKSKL
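Purified P. pyralis luciferase (10nM final) with 10uM D-luciferin and 10uM ATP (Km levels) in 50mM Tris acetate pH 7.5, 10mM Mg acetate, 0.01% Tween-20, 0.05% BSA; qHTS 6-point titration, ~60 µM downward; luminescence read.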
Menin MLL FP TR – qHTS Assay for Inhibitors Targeting the Menin-MLL Interaction in MLL Related Leukemias: Competition With Texas Red Labeled MLL-derived Mutant Peptide; O00255; Menin + Texas Red MLL mutant peptide, fluorescence polarization; Potency, µM (series often up to 61.6 µM), inactives show at the highest dose FP activity change, negative = inhibition, most hits filed as inhibitors; 0.23% of 270,000 active; active means well fitted inhibition curve with a large enough effect in the polarisation, with a control signal flat, not every such curve was filed as active; inconclusive means small, poorly fitted or top-dose-only effect, or effect the other way, or a change in a side signal; inactive means no such curve, though single readings can be large or run the other way; the % refers to the polarisation; further: potency means the concentration at half of the fitted maximal effect; % of control where 0% means no effect; many of its hits are not listed in these tables
Starred values were filed as active, the others as inactive; ? = inconclusive; . = no result given; [ ] = another dose, or the depositor's remark. Unless noted, the call rests on the fitted dose curve; in most records, active means well fitted curve in the direction sought with a large enough effect; inconclusive means small, poorly fitted or top-dose-only effect, or another doubt; inactive means no such curve, though single readings can be large; an effect the other way counts as inactive or inconclusive.

SMILES	KCNH2 3.1 inh	Mito fusion act	RORgamma inh	NPC1 prom act	Rab9 promoter act	Gal4-VP16 FLuc	ELG1 DNA repair	MBNL1 CUG block	PKM2 act	FLuc counter	Menin MLL FP TR
CSCc1cc(N(C)C)nc(SCc2ccc(Cl)cc2Cl)n1	-10	-8%	8.9µM*	0%	-1%	?	1%	-17%	-1%	-5%	11%
O=C1c2cccc3cccc(c23)C(=O)N1CCCSc1ncn[nH]1	13	-3%	-14%	-1%	-2%	-9%	-1%	?	1%	-18%	?
CC(=O)Nc1ccc(NC(=O)c2cc[n+]([O-])cc2)cc1	-36	-4%	-8%	-3%	2%	6%	8%	9%	.	-1%	?
CN(C(=O)c1cccnc1)c1nnc(-c2cnccn2)s1	3	-4%	3%	4%	0%	-4%	?	15%	-3%	?	4%
CC1Cc2cc(/C(O)=C3/C(=O)C(=O)N(CCN4CCOCC4)C3c3ccc(N(C)C)cc3)ccc2O1 (stereo unspecified)	9	2%	8%	-1%	0%	3%	6%	23%	2%	-1%	16%
Cc1ccc(S(=O)(=O)c2nc(N3CCOCC3)sc2Cl)cc1	.	-1%	-12%[0.365 µM]	1%	-2%	.	1%	-1%	3%	2%	-2%
Cc1ccc(NC(=O)CSc2ccccc2NC(=O)c2ccccc2Cl)cc1Cl	-10	14%	?	-4%	-2%	-27%	23µM*	.	1%	-18%	10%
COC(=O)c1ccc(/C=C2\N=C(SC)SC2=O)cc1	0	-1%	?	0%	1%	1%	?	-10%	-13%	-6%	-24%
Cc1nnc(NC(=O)C2CCCN2S(=O)(=O)c2ccc(Cl)cc2)s1 (stereo unspecified)	-4	16%	22%	-1%	-5%	-5%	2%	-4%	-4%	4%	0%
CC(C)n1cc(/C=N/NC(=O)COc2cccc3cccnc23)c2ccccc21	-8	-5%	?	0%	1%	?	?	0%	16%	2.7µM*	-11%
COc1ccc(CC(=O)N/N=C/c2cc([N+](=O)[O-])cc(Br)c2O)cc1	-3	-4%	0.79µM*	-4%	1%	3.2µM*	?	0%	.	4%	?
CNc1oc(-c2ccc(F)cc2)nc1S(=O)(=O)c1ccccc1	0	0%	29%	-2%	0%	4%	19%	?	-1%	-2%	?
Cc1ccc(OCC(=O)Nc2ccc(N3CCN(C(=O)c4ccco4)CC3)cc2)cc1	-48	-5%	15%	3%	-11%	1%	?	4%	1%	-1%	-16%
COc1cc2cc(CN(CCCN3CCOCC3)C(=O)Nc3ccccc3F)c(=O)[nH]c2cc1OC	4	-1%	-2%	-3%	-7%	-5%	-7%	8%	5%	3%	-5%
COCCNC(=O)c1ccc(CS(=O)(=O)c2cccc(C(F)(F)F)c2)o1	-2	0%	23%	1%	-6%	12%	0%	3%	.	2%	18%
CC(c1ccncc1)C(C)c1ccncc1 (stereo unspecified)	-1	0%	.	-1%	1%	.	2%	.	.	3%	.
Cc1cc(C)c(C(=O)Cn2nc(C)c([N+](=O)[O-])c2C)cc1C	0	-8%	32%	-5%	-6%	3%	-1%	-2%	1%	2%	1%
Cc1cc(C(=O)NNC(=O)c2c(-c3c(Cl)cccc3Cl)noc2C)no1	.	1%	-28%	3%	2%	0%	-6%	3%	4%	-1%	.
COC(=O)Nc1ccc(S(=O)(=O)N2CCCCC2)cc1	43	2%	15%	1%	7%	2%	0%	2%	-6%	0%	15%
Cc1ccc(C(=O)OCC(=O)NCC(F)(F)F)cc1C	.	-2%	-10%	0%	0%	0%	-6%	-4%	-2%	1%	6%
c1ccc(Oc2ccc(-c3ccn[nH]3)cc2)cc1	4	22%	-13%	?	3.2µM*	5%	?	-11%	3%	11µM*	.
O=C(Nc1cccc(C(=O)Nc2cccc(Br)c2)c1)c1ccccc1	-18	-7%	?	-2%	15%	13%	-25%	-5%	-12%	?	-4%
COc1ccccc1OCCNC(=O)CCNC(=O)c1ccccc1Cl	6	2%	6%	1%	0%	1%	1%	-13%	-3%	0%	4%
O=C(C/C=N/OCc1ccc(Cl)cc1Cl)c1ccc(Cl)cc1	-3	5%	-1%	15%	9%	1%	0%	0%	2%	-2%	4%
COc1ccc(CCNC(=O)C(=O)NCCOc2ccccc2Cl)cc1OC	4	-2%	29%	0%	-6%	4%	-25%	.	-3%	2%	-1%

Full records, looked up by structure. Order of values: KCNH2 3.1 inh | Mito fusion act | RORgamma inh | NPC1 prom act | Rab9 promoter act | Gal4-VP16 FLuc | ELG1 DNA repair | MBNL1 CUG block | PKM2 act | FLuc counter | Menin MLL FP TR
O=C1c2cccc3cccc(c23)C(=O)N1CCCSc1ncn[nH]1 in the list: 13 | -3% | -14% | -1% | -2% | -9% | -1% | ? | 1% | -18% | ?
COC(=O)Nc1ccc(S(=O)(=O)N2CCCCC2)cc1 in the list: 43 | 2% | 15% | 1% | 7% | 2% | 0% | 2% | -6% | 0% | 15%
CC(C)n1cc(/C=N/NC(=O)COc2cccc3cccnc23)c2ccccc21 in the list: -8 | -5% | ? | 0% | 1% | ? | ? | 0% | 16% | 2.7µM* | -11%

The results go on:
SMILES	KCNH2 3.1 inh	Mito fusion act	RORgamma inh	NPC1 prom act	Rab9 promoter act	Gal4-VP16 FLuc	ELG1 DNA repair	MBNL1 CUG block	PKM2 act	FLuc counter	Menin MLL FP TR
O=C1N=C(N2CCCCC2)S/C1=C\c1ccc(Br)cc1	-11	-2%	39%	19%	25%	6%	28%	0%	1%	?	-13%
COc1ccc(-c2ccc(NC(=O)c3ccc(Br)o3)cc2)nn1	-2	-4%	.	2µM*	1.1µM*	.	?	.	.	?	.
CC(NS(=O)(=O)c1ccccc1)C(=O)Nc1ccc(S(N)(=O)=O)cc1 (stereo unspecified)	-18	8%	-16%	0%	-2%	-1%	5%	-10%	-17%	-10%	-9%
CC(=O)c1c[nH]c(C(=O)NCC2CCCO2)c1 (stereo unspecified)	-5	-8%	19%	-1%	2%	1%	1%	1%	-7%	9%	1%
CC(=O)Nc1cccc(NC(=O)CSc2ccc(-c3cccnc3)nn2)c1	-4	2%	12%	-7%	18%	-4%	24%	-10%	32µM*	-3%	1%
Cc1ccc(NC(=O)Cn2nc(-c3ccccc3)nc2-c2ccccc2)c(C)c1	-9	-21%	-38%	-5%	-3%	?	1%	?	-2%	6%	12%
COC(=O)c1c(C)[nH]c(C(=O)CC#N)c1C	5	4%	?	-2%	4%	?	16%	5%	-1%	-7%	6%
Cc1ccccc1-c1noc(-c2ccccc2C(=O)NCC2CCCO2)n1 (stereo unspecified)	-7	7%	4%	1%	-1%	-3%	0%	-6%	1%	15µM*	.
Cc1cccc(/C=C2/Sc3ccc(C(=O)NCCCN4CCOCC4)cc3NC2=O)c1	.	?	?	0%	0%	?	-12%	11%	.	?	-5%
CC(C(=O)N1CCCC1)N1CCN(S(=O)(=O)c2ccc(OC(F)(F)F)cc2)CC1 (stereo unspecified)	-4	4%	.	-9%	3%	.	12%	.	.	4%	.
Oc1ccc(Nc2nc(-c3ccccc3)nc3ccccc23)cc1	0	10%	3%	0%	-4%	-2%	?	1%	.	?	?
Cc1cccc(OCCNC(=O)CSc2ccc(C(F)(F)F)cc2[N+](=O)[O-])c1	10	0%	-4%	6%	-2%	-6%	13%	.	-4%	4%	-12%
COc1ccccc1CCC(=O)OCC(=O)NC1CCCCC1	-8	0%	-7%	1%	-1%	3%	4%	-7%	2%	4%	.

Only part of the results is shown; the hit share may differ from the screen's.
